High-throughput results: PubChem, several laboratories
Bcl-xL primary = inhibitors of human Bcl-xL, primary screen, biochemical, fluorescence polarization, HTS; GST-Bcl-xL / FITC-Bim BH3 peptide fluorescence polarization; Bcl-2-like protein 1 (Homo sapiens), Q07817; 320,000 tested, 0.7% active; inhibition, % at 10.9 µM; AID 2129, 2009;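 active means inhibition above the mean of all tested compounds plus 3 SD, cutoff set per campaign, cut at about 30% in these data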;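 further: 0% = DMSO wells and 100% = unlabeled Bim-BH3 peptide competitor; inhibitors lower millipolarization by displacing the labeled peptide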
Target sequence (Q07817 whole entry, looked up): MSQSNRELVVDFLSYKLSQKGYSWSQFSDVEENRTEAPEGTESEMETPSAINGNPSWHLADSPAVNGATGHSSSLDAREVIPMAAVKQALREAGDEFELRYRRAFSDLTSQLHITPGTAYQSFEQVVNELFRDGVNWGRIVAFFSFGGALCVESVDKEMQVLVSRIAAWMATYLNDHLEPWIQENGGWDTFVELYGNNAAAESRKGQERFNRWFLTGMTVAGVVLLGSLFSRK
Fam108B counter = mouse Fam108B serine hydrolase inhibitors, primary screen, counter-screen for RBBP9 inhibitor project, biochemical, fluorescence polarization | inhibition, % at 9.51 µM | 300,000 tested, 0.33% active | recombinant Fam108B, FP-Rh probe fluorescence polarization;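 active means inhibition above the screen mean inhibition plus 3 SD, computed separately per campaign, cut at about 18% in these data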;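 further: inhibitors lower polarization as less probe binds the enzyme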
PME-1 primary = PME-1 inhibitors via competitive probe labeling, primary screen, biochemical, fluorescence polarization, FP-Rh probe, HTS; Protein phosphatase methylesterase 1 (Homo sapiens), Q9Y570; 320,000 tested, 0.53% active; recombinant PME-1; inhibition, % at 5.9 µM;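 active means inhibition above the campaign mean of all compounds plus 3 SD, cut at about 26% in these data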;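 further: competitive labeling of PME-1 active site by serine hydrolase directed probe; 0% = PME-1 with DMSO and 100% = wells lacking PME-1 enzyme; inhibitors block probe labeling so polarization falls and inhibition rises; many of its hits are not listed in these tables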
MCL1-BIM inh = inhibitors of MCL1 binding to BIM-BH3, primary screen, biochemical, fluorescence polarization; 320,000 tested, 0.68% active; GST-MCL1 / FITC-Bim-BH3 fluorescence polarization; inhibition, % at 10.9 µM; Induced myeloid leukemia cell differentiation protein Mcl-1 (Homo sapiens), Q07820;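 active means inhibition above the mean inhibition of all tested compounds plus 3 SD, set per campaign, cut at about 40% in these data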;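 further: 0% = DMSO wells and 100% = unlabeled Bim-BH3 peptide control; higher means more loss of mP so more displacement of Bim peptide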
GLD-1 RNA inh = GLD-1/TGE RNA complex disruptors, primary screen, biochemical, fluorescence polarization; Female germline-specific tumor suppressor gld-1 (Caenorhabditis elegans), Q17339; purified GLD-1 + fluorescein TGE RNA; inhibition, % at 5.96 µM; 320,000 tested, 0.44% active;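 active means percent inhibition above a per-plate cutoff, the plate mean of test compounds plus 3 SD, cut at about 30% in these data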;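 further: 0% = DMSO wells with GLD-1 and probe and 100% = wells lacking GLD-1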
pPAFAH inh = pPAFAH enzyme inhibitors, primary screen, biochemical, fluorescence polarization, human. recombinant pPAFAH, FP-rhodamine probe fluorescence polarization. AID 463082, 2010. 330,000 tested, 1.5% active. inhibition, % at 3.39 µM. Platelet-activating factor acetylhydrolase (Homo sapiens), Q13093;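 active means inhibition above the mean inhibition across the screen plus 3 SD, cut at about 25% in these data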;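 further: inhibitors block binding of the rhodamine activity-based probe so polarization drops; 0% = enzyme with DMSO and 100% = wells lacking pPAFAH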
Target sequence (Q13093 whole entry, looked up): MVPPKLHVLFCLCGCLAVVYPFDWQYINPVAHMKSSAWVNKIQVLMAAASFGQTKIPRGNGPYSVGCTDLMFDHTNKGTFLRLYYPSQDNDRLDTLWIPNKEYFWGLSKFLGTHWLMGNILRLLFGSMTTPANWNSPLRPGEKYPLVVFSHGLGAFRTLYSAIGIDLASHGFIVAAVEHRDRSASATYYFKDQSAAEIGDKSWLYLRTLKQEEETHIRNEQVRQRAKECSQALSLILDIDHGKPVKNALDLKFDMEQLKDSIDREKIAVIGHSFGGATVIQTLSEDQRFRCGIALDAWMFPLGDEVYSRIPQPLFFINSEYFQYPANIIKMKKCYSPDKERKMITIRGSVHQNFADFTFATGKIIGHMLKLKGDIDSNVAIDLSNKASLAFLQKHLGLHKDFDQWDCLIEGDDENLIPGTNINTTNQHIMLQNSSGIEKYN
PAFAH1B2 FP inh = PAFAH1B2 enzyme inhibitors, primary screen, biochemical, fluorescence polarization, human. recombinant PAFAH1B2, FP-rhodamine activity probe. Platelet-activating factor acetylhydrolase IB subunit alpha2 (Homo sapiens), P68402. inhibition, % at 3.39 µM. 340,000 tested, 1.2% active. AID 492953, 2010;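 active means inhibition above the mean of all tested compounds plus 3 SD, cut at about 24% in these data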;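 further: 0% = enzyme with DMSO and 100% = wells lacking PAFAH1B2; many of its hits are not listed in these tables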
Target sequence (P68402 whole entry, looked up): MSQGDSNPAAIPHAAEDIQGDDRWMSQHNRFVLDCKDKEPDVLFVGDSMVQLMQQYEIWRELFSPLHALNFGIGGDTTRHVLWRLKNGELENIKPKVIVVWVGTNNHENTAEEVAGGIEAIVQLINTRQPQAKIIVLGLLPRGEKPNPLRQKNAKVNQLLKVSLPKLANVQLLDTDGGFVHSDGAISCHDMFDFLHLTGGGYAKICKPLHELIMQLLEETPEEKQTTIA
AHR activator = AHR activators, primary screen, cell-based, luminescence, luciferase reporter, human; Aryl hydrocarbon receptor (Homo sapiens), P35869; AHR-responsive luciferase reporter cells; activation, % at 5 µM; 320,000 tested, 2.5% active; in the data active means activation above about 47%;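 further: 0% = vehicle wells and 100% = reference agonist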
MEX-5 binding = MEX-5 zinc finger RNA-binding disruptors – biochemical, C. elegans, fluorescence polarization, MLPCN library, primary screen; activity score (negative = inhibition of binding), % at 10 µM; 300,000 tested, 0.38% active; Zinc finger protein mex-5 (Caenorhabditis elegans), Q9XUB2; MEX-5/FITC-TCR2 RNA binding; stronger effect = lower value;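 active means inhibition past about -25% in most replicates, and total fluorescence under double the plate's negative control median, limit read from the data; inconclusive means replicates evenly split on the limit, or fluorescence at least double controls; inactive means too little inhibition in most replicates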;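 further: 0% = DMSO and -100% = 5 µM competing unlabeled TCR2 RNA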
* marks the source's active call; other numbers are inactive results; ? = inconclusive; . = not tested or not shown. The list is partial; the hit share may differ from the screen's.

SMILES | Bcl-xL primary | Fam108B counter | PME-1 primary | MCL1-BIM inh | GLD-1 RNA inh | pPAFAH inh | PAFAH1B2 FP inh | AHR activator | MEX-5 binding
NCc1nc(-c2ccc(Cl)cc2)no1 | 5 | 1 | 2 | 15 | -5 | -6 | -4 | 4 | 3.5
CCN(CC)CCCNC(=O)C1c2ccccc2C(=O)N1Cc1ccc(C)cc1 (stereo unspecified) | 2 | -2 | -4 | 2 | 4 | 3 | -1 | 0 | 0.8
CC(=O)c1c(O)cc(C(C)C)n(-c2ccccc2)c1=O | 0 | -1 | -1 | -14 | 1 | -2 | 4 | 1 | 0.1
Cc1cccc(-c2cc3nc4c(c(N5CCC6(CC5)OCCO6)n3n2)CCCC4)c1 | -1 | -1 | 6 | -3 | 1 | 2 | 3 | 1 | .
CCOC(=O)CSc1nc(C)[nH]c1[N+](=O)[O-] | 4 | 0 | -1 | 3 | 6 | 0 | 7 | -1 | 0.1
N#CC1=C(N2CCOCC2)/C(=C\c2ccccc2)CC1 | 1 | 3 | -2 | 0 | 9 | -6 | 1 | 49* | -0.3
CN(C)CCCN1C(=O)c2cc3ccccc3cc2C1=O | 3 | 2 | 2 | 2 | 2 | 6 | 6 | -2 | 1.5
Nc1nn(-c2ccccc2)nc1C(=O)OCc1ccccc1F | -3 | -5 | -7 | -3 | 6 | 2 | 1 | -3 | -3.0
CC(=O)c1ccccc1N(C(=O)c1ccco1)C(C(=O)NC1CCCC1)c1ccc(C)cc1 (stereo unspecified) | 1 | 0 | 3 | 1 | 5 | 0 | 3 | 1 | 1.2
S=c1[nH]nc(CSc2nc3ccccc3s2)o1 | 7 | -3 | -7 | 2 | 5 | 0 | 9 | 9 | -1.2
CCCNC(=O)COc1coc(CN2CCN(c3ccccc3OC)CC2)cc1=O | -2 | 4 | -4 | -6 | 6 | 2 | -5 | -1 | 2.6
COc1ccc(CSc2nc(N3CCOCC3)c3c(c2C#N)CC(C)(C)OC3)cc1 | 4 | -4 | 1 | -2 | 4 | 5 | 3 | 0 | -1.2
O=C(C(Cc1ccccc1)n1cccc1)N1CCN(c2ncccn2)CC1 (stereo unspecified) | 0 | 1 | -2 | 1 | 9 | -9 | 3 | 0 | -0.2
S=C(Nc1ccc(Cl)cc1Cl)N1CCCCC1 | -5 | -1 | 1 | 0 | 2 | -3 | 2 | 6 | -0.9
O=Cc1cc([N+](=O)[O-])ccc1N1CCN(Cc2ccc3c(c2)OCO3)CC1 | 0 | 3 | 1 | -1 | -2 | 2 | 4 | 1 | 1.0
Cc1ccc2oc(=O)c3cnn(CC(=O)N4CCCc5ccccc54)c3c2c1 | 3 | 3 | -4 | 7 | -3 | -1 | -2 | 4 | -1.1
CCN(CC)CCOC(=O)c1cccc2c1-c1ccccc1C2O (stereo unspecified) | -2 | 0 | -2 | 4 | 2 | 4 | 3 | 6 | -2.7
O=C1C=C(c2ccc(-c3ccccc3)cc2)C[C@@H](c2ccc3c(c2)OCO3)C1 | 0 | . | -5 | 1 | 1 | 4 | 3 | 1 | .
CCCC(=O)NCCCc1nc2ccccc2n1CCC | 7 | 4 | -2 | 11 | -3 | 2 | -3 | 4 | -1.5
CC(OC(=O)c1ccccc1C(=O)N(C)c1ccccc1)C(=O)Nc1ccc(C(N)=O)cc1 (stereo unspecified) | -8 | 5 | -2 | -7 | -7 | -1 | 4 | 5 | -2.0
N#CC(c1ccc(Cl)nn1)c1ccccc1Cl (stereo unspecified) | 3 | 0 | 0 | 4 | -2 | 3 | 0 | 0 | 1.5
O=C(/C=C/c1ccccc1[N+](=O)[O-])Nc1ccccc1 | 2 | 1 | 1 | 2 | 4 | 3 | 2 | 7 | 1.3
CCS(=O)(=O)NCC(c1cccnc1)N1CCN(c2ccccc2)CC1 (stereo unspecified) | 6 | 6 | -4 | 8 | -1 | -5 | 4 | 3 | -2.0
Oc1oc(-c2ccccc2Br)nc1/C=N/c1ccccn1 | -3 | 26* | -4 | -5 | -1 | -3 | 2 | 16 | -3.6
Cc1ccc(C(=O)NNC(=O)c2cc3ccccc3cc2O)cc1 | 6 | 4 | 16 | 8 | 8 | 19 | 8 | 2 | -2.1
CC(C)(O)CC[C@@H](O)[C@](C)(O)C1CC[C@@]2(O)C3=CC(=O)[C@@H]4C[C@@H](O)[C@@H](O)C[C@]4(C)C3CC[C@]12C (stereo partly specified) | . | . | . | . | 0 | 1 | 0 | 0 | .
CC(C)n1nc(C(=O)Nc2nnc(C3CC3)s2)c2ccccc2c1=O | 4 | 3 | 2 | 2 | -9 | 1 | 2 | 23 | 1.9
Cc1cccc(C(=O)N/N=C2/SCC(=O)N2Cc2ccccc2)c1 | 3 | 4 | 8 | 5 | -3 | 4 | 5 | 19 | 0.7
Cc1ccc(-n2nc3c(SCCN4CCOCC4)nnc(C)c3c2C)cc1 | 2 | 1 | -3 | 9 | -3 | -2 | -3 | -3 | 1.9
COc1ccccc1Nc1nc(N)nc(CN2CCN(c3ccccc3)CC2)n1 | 5 | -1 | -1 | 7 | 3 | 2 | -1 | 0 | 0.9
CSc1ccccc1C(=O)NC1CCCc2ccccc21 (stereo unspecified) | 5 | -1 | 5 | -3 | 5 | 6 | 2 | 3 | 2.2
CCOC(=O)c1cnc(-c2ccccc2)nc1Oc1ccccc1 | 0 | -6 | -9 | -11 | 2 | 0 | 3 | 9 | 0.8
CC1=CC(C)C(/C=N/N=C(N)N)C(C)C1 (stereo unspecified) | 2 | 0 | -2 | -1 | 1 | 2 | 2 | 0 | -3.0
CCOC(=O)C1CCN(C(=O)CCCN2C(=O)c3ccccc3C2=O)CC1 | 1 | -1 | 1 | -4 | 3 | 6 | 5 | -3 | 0.4
Cc1c(C(=O)N2CCN(c3ncccn3)CC2)oc2ccc(Cl)cc12 | 7 | . | 5 | 9 | 3 | 11 | -2 | 0 | .
CCC(=O)Oc1c(C(=O)CC)cc2c(C)cc(=O)oc2c1C | 2 | 2 | 4 | -3 | 0 | 9 | -1 | 9 | 0.8
CCOC(=O)c1nnn(-c2nonc2N)c1CN1CCCC1 | 7 | -1 | -5 | 4 | -3 | -4 | 4 | -3 | 1.2
N#Cc1nc(Cc2cccc3ccccc23)oc1N1CCN(c2ccccc2)CC1 | 8 | -4 | -2 | -5 | 7 | 5 | 5 | -2 | -0.9
Cc1cc(OC(=O)c2ccccc2C)c([N+](=O)[O-])c(=O)[nH]1 | 5 | -3 | 1 | -2 | 4 | -1 | 3 | 0 | 0.3
O=S(=O)(Nc1ccccn1)c1cnc(Cl)c(Br)c1 | 3 | -4 | 2 | 4 | 5 | 0 | -1 | 0 | -0.6
Cn1cnnc1SCC(=O)Nc1nc(-c2ccc(F)cc2)cs1 | 7 | -5 | -4 | -11 | -1 | 7 | 2 | 10 | 2.2
O=C(Nc1ccccc1)C1=C[C@H](C2CCCCC2)C[C@H](OCCCCO)O1 | 7 | 3 | -2 | 8 | 5 | -3 | 2 | 0 | 0.5
O=C(NCCN1CCOCC1)C1CCN(Cc2ccccc2O)CC1 | 8 | -2 | 0 | 4 | 1 | -5 | 8 | -1 | -2.2
c1coc(-c2nnc3n2C2(CCCC2)Cc2ccccc2-3)c1 | -3 | 2 | 1 | -8 | -2 | -2 | 2 | 4 | 1.3
Cc1ccccc1Oc1nc2c(c(=O)n(C)c(=O)n2C)n1C | -3 | 1 | 4 | -2 | -4 | 1 | 4 | 13 | 2.3
CC1=C(C)CS(=O)N(S(=O)(=O)c2ccc(Cl)cc2)C1 (stereo unspecified) | 11 | -7 | -6 | 5 | 5 | 8 | 14 | 0 | 1.4
O=C1CCC(=O)N(c2ccccc2)N1 | 8 | -1 | 0 | 0 | 4 | -2 | 1 | 0 | -1.0
COc1ccccc1CNC(=O)c1ccoc1C | 0 | -1 | 2 | 4 | -7 | -3 | -4 | 0 | 2.0
CCCCNS(=O)(=O)c1ccc2nc(-c3cccnc3)cc(C(=O)NC3CC3)c2c1 | 5 | -2 | 1 | 5 | 2 | 0 | 1 | 6 | -0.8
CCn1c(SC)nnc1C1CCN(CC(=O)Nc2ccccc2N2CCOCC2)CC1 | 1 | 0 | 3 | -7 | 4 | 9 | 2 | -4 | -3.3
CCc1ccc(N(C(=O)c2ccco2)C(C(=O)NC2CCCC2)c2ccncc2)cc1 (stereo unspecified) | 2 | 3 | -2 | 3 | 2 | 1 | 1 | 2 | -1.1
C=CCNC(=S)N1CCN(S(=O)(=O)c2ccc(C)cc2)CC1 | -3 | -8 | -1 | -5 | -1 | -6 | 6 | 8 | 2.8
Cc1ccccc1NC(=O)CCCC(=O)c1ccccc1 | -1 | 6 | -3 | 0 | -4 | 4 | 1 | 3 | 1.2
Fc1ccc(-c2cc(C(F)(F)F)nc(N3CCCCC3)n2)cc1 | -4 | 2 | -2 | -1 | -7 | 2 | 9 | 2 | 0.5
Cc1cccc(N2C(=O)CSC2c2cccnc2)c1 (stereo unspecified) | 2 | 5 | 6 | 3 | 3 | 5 | -1 | -1 | 3.3
CN1CCN(Cc2nc3ccccc3c(=O)n2CC#N)CC1 | 3 | 2 | 8 | -5 | 3 | 5 | 3 | 2 | -1.4
O=C(NCc1ccccn1)c1ccc(Cn2c(=S)[nH]c3ccc(Br)cc3c2=O)cc1 | -6 | -28 | -4 | -6 | 6 | -2 | -14 | -2 | 1.2
CCC(C)(C(=O)NC1CCCCC1)N(C(=O)CNC(C)=O)c1c(C)n(C)n(-c2ccccc2)c1=O (stereo unspecified) | -2 | 2 | -2 | 2 | 9 | 0 | 4 | 0 | 4.4
CC(=O)Nc1ccc(C(=O)OCC(=O)NC(=O)NC2CCCCC2)cc1 | -1 | 1 | 2 | -5 | 4 | -2 | -2 | 4 | -1.7
COC(=O)C1CCN(c2nc3ccccc3nc2C(C#N)C(=O)NCCc2ccccc2)CC1 (stereo unspecified) | 0 | 0 | -4 | -2 | -2 | 2 | 2 | 16 | ?
Cc1ccc(C(=O)Nc2ccc(C)c(S(=O)(=O)Nc3ccccc3Cl)c2)s1 | 7 | -3 | -1 | 0 | 1 | 3 | -2 | 10 | 2.1
CCOc1ccc(NC(=O)C(C)Oc2ccccc2C(=O)Nc2cccc(Cl)c2Cl)cc1 (stereo unspecified) | 1 | -9 | 3 | -4 | -2 | 1 | -6 | 14 | -2.0
